# High-throughput results (PubChem BioAssay)
# Lamin A splicing = changes lamin A minigene splicing in HeLa cells; HeLa LMNA splicing GFP/RFP minigene ratio, 48 h; AID 1487; Potency, µM (top dose mostly 46.1 µM), for inactives: top-dose ratio change, negative = inhibition, actives largely listed as inhibitors; hit rate 0.01% among 200,000; active means well fitted inhibition curve with a large enough effect in the signal ratio, with a control signal flat, not every such curve was filed as active; inconclusive means small, poorly fitted or top-dose-only effect, or effect the other way, or a change in a side signal; the % refers to the signal ratio; further: potency means the concentration at half of the fitted maximal effect; on the % scale 0 is the no-effect control and ±100 the full control effect
#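 Read-out is the ratio of GFP to DsRed2 object intensity, acquired by 488 nm laser-scanning cytometry on HeLa lamin A-EGFP minigene reporter cells. Compound incubation 48 hrs at 37 °C in Opti-MEM with 2% FBS; DMSO 0.5% final.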
# Luc counter = counter-screen: inhibitors of Kinase-Glo firefly luciferase. AID 1379. Kinase-Glo luciferase, ATP luminescence, 8 min. hit rate 0.28% among 200,000. Potency, µM (doses to about 38.3 µM), for the others: at the top dose activity change, negative = inhibition, hits mostly inhibitors; further: potency means the concentration at half of the fitted maximal effect; on the % scale 0 is the no-effect control and ±100 the full control effect; nearly all actives have a fitted effect of over 60% in size
#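 Inhibition of Kinase-Glo luciferase light generation was assessed at 10 uM ATP in pH 7.2 imidazole buffer, with luminescence measured after eight minutes at ambient temperature.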
# SMN2 splice enh = enhancers of SMN2 splice variant expression; AID 1458; Potency, µM (top dose mostly 46.1 µM), without a hit: at the top dose activity change, positive = activation, actives largely listed as activators; hit rate 2.8% among 210,000; HEK293 SMN2-luciferase splicing reporter, luminescence, 30-36 h; further: potency means the concentration at half of the fitted maximal effect; % of control where 0% means no effect; nearly all actives have a fitted effect of over 55% in size
#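 qHTS luciferase splicing reporter: luminescence rises when SMN2 exon 7 is included in transfected HEK293 cells. Compound exposure lasted 30-36 h at 37C, with 4.5 mM final sodium butyrate as control, followed by a ONE-Glo read.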
# IMPase Li inh = cell-permeable IMPase inhibitors with lithium potentiation | CHO-M1 cells, IP1 TR-FRET (IP-One), carbachol + lithium | hit rate 0.35% among 210,000 | Potency, µM (doses to about 59.4 µM), for the others: top-dose activity, negative = IMPase inhibition, hits mostly inhibitors;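 further: IP1 builds up when IMPase is blocked and the TR-FRET signal falls; potency means the concentration at half of the fitted maximal effect; plate controls were basal vehicle for no effect and high inhibitor control for full effect; nearly all actives have a fitted effect of over 50% in size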
#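 Concentration–response in CHO-M1 cells, lithium-potentiated; 30 min at 37C. IP1 detected by competitive TR-FRET after 10 min lysis at RT. Hill-fitted AC50.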
# HTT cytoprotect = protects HTT-Q103 PC12 cells, measured by ATP | PC12 HTT-Q103 induced, cytoprotection, ATP luminescence, 40 h | Potency, µM (series often up to 56.4 µM), for inactives: cytoprotection (ATP increase), usual class: activators | hit rate 0.14% among 230,000 | AID 1471;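 further: potency means the concentration at half of the fitted maximal effect; % of control where 0% means no effect; nearly all actives have a fitted effect of over 45% in size; toxic huntingtin expression switched on by the ecdysone agonist tebufenozide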
#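 Rat PC12, Q103 Htt exon1-GFP fusion, ecdysone promoter; tebufenozide inducer 100 nM final; compound titration; qHTS, 1500 cells/well; ATPlite luminescent read.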
# HTT aggregate = mutant huntingtin aggregation inhibition; hit rate 1.1% among 220,000; Potency, µM (top dose mostly 46.1 µM), for inactives: top-dose activity change, negative = inhibition, actives largely listed as inhibitors; PC12 HttQ103-GFP aggregates, Acumen cytometry, 40 h; further: potency means the concentration at half of the fitted maximal effect; on the % scale 0 is the no-effect control and ±100 the full control effect; nearly all actives have a fitted effect of over 60% in size
#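 Inducible Q103 Huntingtin exon 1–GFP PC12 line, 1500 cells/well in phenol red free DMEM with 5% equine and 5% calf serum. Tebufenozide 100 nM induced expression; compounds titrated; aggregates quantified by cytometry.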
# CBFb-RUNX1 inh = CBF-beta/RUNX1 interaction disruption; Q01196+Q13951; AID 1477; AlphaScreen CBFb-His/RUNX1-biotin binding, biochemical; Potency, µM (highest dose often 59.8 µM), without a hit: at the top dose activity, negative = inhibition, actives largely listed as inhibitors; 230,000 tested, under 10 active; further: % of control where 0% means no effect
# Target sequence (Q01196 whole entry, looked up): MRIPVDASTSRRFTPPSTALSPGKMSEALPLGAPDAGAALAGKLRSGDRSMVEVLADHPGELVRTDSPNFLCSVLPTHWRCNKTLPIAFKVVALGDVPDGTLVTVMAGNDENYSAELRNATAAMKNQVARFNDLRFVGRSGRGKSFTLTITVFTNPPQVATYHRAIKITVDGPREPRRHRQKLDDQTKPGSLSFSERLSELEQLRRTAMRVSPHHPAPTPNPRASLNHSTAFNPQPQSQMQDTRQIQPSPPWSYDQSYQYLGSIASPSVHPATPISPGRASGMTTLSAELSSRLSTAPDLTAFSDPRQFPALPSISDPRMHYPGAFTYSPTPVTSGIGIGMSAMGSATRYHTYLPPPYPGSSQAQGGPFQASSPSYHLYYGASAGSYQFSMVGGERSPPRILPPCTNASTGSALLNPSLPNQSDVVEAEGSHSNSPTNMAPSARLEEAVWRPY
# Target sequence (Q13951 whole entry, looked up): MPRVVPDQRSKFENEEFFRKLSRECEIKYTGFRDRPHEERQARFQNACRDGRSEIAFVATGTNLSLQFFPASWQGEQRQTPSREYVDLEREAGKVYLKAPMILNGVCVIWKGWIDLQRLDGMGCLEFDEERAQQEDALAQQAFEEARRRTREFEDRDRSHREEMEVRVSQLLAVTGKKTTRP
#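 Room-temperature protein-protein interaction test with 30 nM each of His-tagged CBF-beta and biotinylated RUNX1, 15 min with compound, then 90 min with nickel plus streptavidin beads. Signal read in AlphaScreen mode.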
# Active calls of the source: *; ? = inconclusive; nt = not tested or not shown; & = joins results of further samples; [ ] = another dose, or the depositor's remark. Unless noted, the call rests on the fitted dose curve; in most records, active means well fitted curve in the direction sought with a large enough effect; inconclusive means small, poorly fitted or top-dose-only effect, or another doubt; inactive means no such curve, though single readings can be large; an effect the other way counts as inactive or inconclusive.
SMILES,Lamin A splicing,Luc counter,SMN2 splice enh,IMPase Li inh,HTT cytoprotect,HTT aggregate,CBFb-RUNX1 inh
CCN(CC)CCNC(=O)c1[nH]c2ccc(OCc3ccccc3)cc2c1C,nt,0%,-36%[inhibitor],6%,nt,-20%,?
CCc1c2c(nc3cccc(C(C)C)c13)-c1cccc(=O)n1C2,nt,-3%,26%,-2%,-40%[inhibitor],nt,8%
Cn1c(NC(=O)C2CC2)cc(=O)n(C)c1=O,0%,2%,-2%,1%[38.3 µM],-7%,-10%,1%
O=C1CC(N2CCN(c3ccc(Cl)c(Cl)c3)CC2)C(=O)N1 (stereo not given),?,8%,1%,0%,3%,25µM*,6%
Cc1ccc2c(CC(=O)N3CCN(S(=O)(=O)c4cccs4)CC3)coc2c1,-11%,-4%,-13%,34%[38.3 µM],9%,-8%,-1%
CCN(CC)CCN(Cc1cc2cc(C)c(C)cc2[nH]c1=O)C(=S)NCc1ccco1,16%[46 µM],-4%,nt,7%,11%[10 µM],7%[9.22 µM],3%
Nc1nnc(CC(=O)NCc2ccccc2)s1,10%,-1%,1%,4%[38.3 µM],1%,-2%,-4%
Cc1cc(C)n(-c2nc(NCCC(C)C)c3c4c(sc3n2)COC(C)(C)C4)n1,3%,6%,-36%[inhibitor],9%[38.3 µM],3%,9%[9.22 µM],-6%
CCOC(=O)N1CCC(N(CCOC)C(=S)Nc2cccc(SC)c2)CC1,?,-1%,-14%,8%,?,-26%,0%
CCN(CC)S(=O)(=O)c1ccc(NC(=O)c2ccc(Cl)nc2)cc1,nt,nt,nt,nt,1%[10 µM],-13%[9.22 µM],11%
COc1ccc(-c2cc(C(F)(F)F)c(C#N)c(SCC(=O)Nc3ccccc3C#N)n2)cc1,2%,-7%,-18%,-9%[38.3 µM],12%,-18%,6%
Cc1ccc(-c2cc(C(=O)NCCCn3ccnc3)no2)cc1,?,-1%,nt,8%,12%[10 µM],-4%[9.22 µM],0%
COC(=O)c1sc(S(=O)(=O)NCCCN(C)C)c(C(=O)OC)c1C,17%[9.22 µM],1%,-28%,-1%,?,3%,0%
COc1ccccc1NC(=S)NCCN1CCOCC1,-3%,-1%,-11%,-7%,nt,-9%,-3%
CCCC(=O)NC(=S)Nc1cccc(Cl)c1N1CCCC1,?,-1%,-13%,18%,nt,-6%,6%

# Some of these compounds in order of SMILES length, highest first.
SMILES,Lamin A splicing,Luc counter,SMN2 splice enh,IMPase Li inh,HTT cytoprotect,HTT aggregate,CBFb-RUNX1 inh
Cc1cc(C)n(-c2nc(NCCC(C)C)c3c4c(sc3n2)COC(C)(C)C4)n1,3%,6%,-36%[inhibitor],9%[38.3 µM],3%,9%[9.22 µM],-6%
CCOC(=O)N1CCC(N(CCOC)C(=S)Nc2cccc(SC)c2)CC1,?,-1%,-14%,8%,?,-26%,0%
CCc1c2c(nc3cccc(C(C)C)c13)-c1cccc(=O)n1C2,nt,-3%,26%,-2%,-40%[inhibitor],nt,8%
CCCC(=O)NC(=S)Nc1cccc(Cl)c1N1CCCC1,?,-1%,-13%,18%,nt,-6%,6%

# The listing continues:
SMILES,Lamin A splicing,Luc counter,SMN2 splice enh,IMPase Li inh,HTT cytoprotect,HTT aggregate,CBFb-RUNX1 inh
Cc1ccc(NC(=O)C2=C(O)c3ccccc3N(C)S2(=O)=O)cc1,-11%,7%,17%,-5%,2%[10 µM],-13%,8%
COc1ccc2cc(C#N)c(Nc3cccc(F)c3)nc2c1,2%[46 µM],-2%,-10%,?,-44%[inhibitor],14%,13%
Cc1n[nH]c(C)c1CNCc1c(C(=O)N2CCCCCCC2)nc2ccc(Cl)cn12,nt,nt,nt,nt,13%[10 µM],-9%[9.22 µM],5%
O=C(O)c1cccc(Cn2c(Cl)c(/C=N/NC(=O)c3ccccc3)sc2=O)c1,?,1%,-9%,-6%[38.3 µM],3%,11%,2%
Cc1cc(C)c2nc(N3CCN(C)CC3)c(C#N)cc2c1,?,-5%,-34%[inhibitor],28µM*,-18%[10 µM],13%,2%
CCOC(=O)Cc1ccc(NC(=O)c2cccc([N+](=O)[O-])c2)cc1,-12%[46 µM],-4%,10%,4%,-15%,?,5%
O=C(C1CCCN(S(=O)(=O)c2cccc3nonc23)C1)N1CCN(c2ccccc2Cl)CC1 (stereo not given),?,13%,-11%&-50%,6%,nt,-25%,-3%
COc1ncc2nc(-c3cc(F)cc(F)c3)c(=O)n(Cc3cccs3)c2n1,nt,-2%,-8%,17%,20%,nt,nt
CC(C)(C)c1nnc2sc(SCC(=O)c3ccc4c(c3)OCCO4)nn2c1=O,?,3%,-5%,?,-6%,-1%,-6%
CCNC(=O)c1c(O)c2cccc3c2n(c1=O)CC3,-11%,-6%,?,26%[38.3 µM],-21%,-6%,0%
COc1cc(C(=O)NCCOc2ccccc2)c(Br)c(OC)c1OC,6%,0%,1%,5%,0%[10 µM],-6%,3%
COc1ccc(/C=C/C(=O)Nc2cccc(S(=O)(=O)NC3=NCCCCC3)c2)cc1,nt,nt,nt,nt,-20%[10 µM],9%[9.22 µM],-3%
CC(C)(C)c1ccc(S(=O)(=O)N2CCN(c3ncccn3)CC2)cc1,-6%[46 µM],0%,1%,-5%,25%[10 µM],3%,-5%
COCC(=O)N/N=C(\C)CC(=O)NCc1ccco1,17%[46 µM],3%,2%,-9%,-17%,-14%,-4%
Cc1ccc(NC(=O)c2ccc(Cl)c(N3C(=O)C=CC3=O)c2)cc1,?,-1%,-5%,45%[activator][38.3 µM],-97%[inhibitor],?,-6%

# Ordered by the number under HTT aggregate (lowest first): 5 from the list above
Molecule | HTT aggregate
Cc1ccc(NC(=O)C2=C(O)c3ccccc3N(C)S2(=O)=O)cc1 | -13%
COc1cc(C(=O)NCCOc2ccccc2)c(Br)c(OC)c1OC | -6%
CC(C)(C)c1ccc(S(=O)(=O)N2CCN(c3ncccn3)CC2)cc1 | 3%
O=C(O)c1cccc(Cn2c(Cl)c(/C=N/NC(=O)c3ccccc3)sc2=O)c1 | 11%
COc1ccc2cc(C#N)c(Nc3cccc(F)c3)nc2c1 | 14%

# Continued.
SMILES,Lamin A splicing,Luc counter,SMN2 splice enh,IMPase Li inh,HTT cytoprotect,HTT aggregate,CBFb-RUNX1 inh
CCOC(=O)C1=C(C)Nc2nc(C)nn2C1c1ccc(OCC)c(OC)c1 (stereo not given),nt,nt,nt,1%,-10%[10 µM],-12%[9.22 µM],14%
CC1(C(=O)NCC2CC2)C=CC2(CCCCC2)N1C(=O)c1ccccc1 (stereo not given),nt,3%,11%,-2%,12%,nt,20%
Cc1ccc(NC(=O)CSc2nnc(Cc3cccn3C)n2-c2ccc(F)cc2)cc1,?,2%,-13%,1%,-2%,10%,-7%
Clc1ccc(C2NCCc3sccc32)cc1 (stereo not given),nt,3%,-18%,8%,-36%[inhibitor],-2%[9.22 µM],-4%
COc1ccc(N2C(=O)CC(C#N)=C2N)cc1,7%[46 µM],5%,25%,-3%,-33%[inhibitor],7%,2%
CC(C)=NNc1ncnc2nc[nH]c12,nt,-5%[7.66 µM],6%[9.22 µM],1%,0%[10 µM],nt,nt
CC(C)c1ccc(OCc2nc(-c3ccccn3)no2)c(Br)c1,?,-5%,6.3µM*,9%[38.3 µM],-59%[inhibitor],-17%,7%
O=c1ncn(-c2ccc(F)cc2)c2ncccc12,-4%,-4%,4%,13%[38.3 µM],-2%,9%,3%
CCOc1ccc(-c2nc(C)c(C(C)=O)n2O)cc1,7%,?,13µM*,43%[activator][38.3 µM],-98%[inhibitor],-2%,-2%
CCOc1ccc(-c2nnc3n2N=C(c2ccc(OC)cc2)CS3)cc1,7%,-2%,-10%,-5%[38.3 µM],-10%,13%,1%
CC1CCCCC1n1c(=S)[nH]c2ccccc2c1=O (stereo not given),?,nt,nt,nt,-2%[0.074 µM],20µM*,4%
NC(=S)N/N=C/c1ccc(-c2ccc([N+](=O)[O-])cc2)o1,-9%[46 µM],-13%,4%,19%,21%[10 µM],17%,?
CCNC(=S)N/N=C(\C)c1ccc(N2CCOCC2)cc1,-2%,-1%,2%,0%,15%[0.074 µM],-2%,-7%
c1ccc(CN2CCN(Cc3cn4cccnc4n3)CC2)cc1,9%[46 µM],-1%,0%,-6%,-17%,16%,6%
CC1=CC(c2ccccc2)=Nc2ccc(C)cc2N1,10%,-25%,10µM*,4%,nt,1%,4%
CC1CCc2c(sc(NC(=O)Cn3nc(C(=O)O)c4ccccc4c3=O)c2C#N)C1 (stereo not given),nt,nt,nt,nt,8%[10 µM],-9%[9.22 µM],1%
COc1ccnc(NCc2ccc(Cl)cc2)c1C#N,12%,4%,17%,?,-4%[10 µM],2%,11%
CCOC(=O)C1CCN(C(=O)Nc2ccc3nc(-c4ccco4)c(-c4ccco4)nc3c2)CC1,-5%,1%,4%,54%[activator][38.3 µM],-14%,18%,?
Cc1occc1C(=O)N1CCN(c2ccccc2)CC1,-1%,0%,5%,-5%,nt,-4%,6%
CCOC(=O)c1cc(C)sc1/N=C/C1C(=O)CCCC1=O,-19%,4%,5%,-10%,6%[10 µM],13%,-7%
CC(C)=C1C(=O)C(c2ccccc2)=C2CN3C(=O)N(CCc4ccccc4)C(=O)[C@]3(Cc3ccc(C(F)(F)F)cc3)[C@H]21,nt,-5%,5%,-5%,-37%[inhibitor],nt,0%
Cc1ccc(-n2nc(C)c3c2OC(N)=C(C#N)C3c2ccc(C)o2)cc1 (stereo not given),-19%,-8%,7%,0%,17%[10 µM],17%,nt

# An excerpt of these results, as tab-separated lines:
canonical_smiles	Lamin A splicing	Luc counter	SMN2 splice enh	IMPase Li inh	HTT cytoprotect	HTT aggregate	CBFb-RUNX1 inh
CCOC(=O)c1cc(C)sc1/N=C/C1C(=O)CCCC1=O	-19%	4%	5%	-10%	6%[10 µM]	13%	-7%
CC(C)=C1C(=O)C(c2ccccc2)=C2CN3C(=O)N(CCc4ccccc4)C(=O)[C@]3(Cc3ccc(C(F)(F)F)cc3)[C@H]21	nt	-5%	5%	-5%	-37%[inhibitor]	nt	0%
